PP5 primary = inhibitors of human protein phosphatase 5 (PP5); purified PP5c, OMFP substrate fluorescence; inhibition, % at 6.7 µM; hit rate 0.18% among 320,000; AID 1987;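 active = inhibition above the campaign's mean inhibition across all tested compounds plus 3 SD, cut at about 9.5% in these data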;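 also: 0% = DMSO only and 100% = 100 µM cantharidin control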
Target sequence (P53041 whole entry, looked up): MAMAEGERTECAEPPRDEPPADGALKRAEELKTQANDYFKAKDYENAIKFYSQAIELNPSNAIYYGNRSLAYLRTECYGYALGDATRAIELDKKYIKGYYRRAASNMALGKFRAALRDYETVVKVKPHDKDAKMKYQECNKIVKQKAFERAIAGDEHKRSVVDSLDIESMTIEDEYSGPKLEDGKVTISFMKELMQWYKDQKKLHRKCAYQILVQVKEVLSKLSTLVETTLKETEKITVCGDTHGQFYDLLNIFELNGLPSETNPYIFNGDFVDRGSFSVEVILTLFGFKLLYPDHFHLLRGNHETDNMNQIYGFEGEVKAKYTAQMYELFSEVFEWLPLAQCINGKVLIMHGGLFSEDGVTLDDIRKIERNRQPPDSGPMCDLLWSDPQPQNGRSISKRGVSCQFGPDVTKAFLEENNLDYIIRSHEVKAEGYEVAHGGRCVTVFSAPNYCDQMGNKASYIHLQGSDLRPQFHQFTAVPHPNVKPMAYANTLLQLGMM
TPT1 inh = blocks Candida albicans tRNA 2'-phosphotransferase. recombinant caTPT1, FP RNA substrate dephosphorylation. inhibition, % at 5 µM. hit rate 0.81% among 300,000. AID 1962;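 active = inhibition above the mean of all tested compounds plus 3 SD, set per screening campaign, cut at about 24% in these data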;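 also: plate controls were DMSO alone for no effect and ferristatin control at 100 nM for full effect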
JMJD2C inh = blocks human GASC-1 demethylase activity; inhibition, % at 2.35 µM; hit rate 0.069% among 330,000; GST-JMJD2C(1-420) H3K9me3 demethylation, DELFIA europium; AID 2099;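 active = more than half of a compound's replicate wells show inhibition beyond 50%, single wells judged on their own value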;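 also: signal counts dimethyl H3K9 product captured on neutravidin plate; 0% = median of DMSO wells and 100% = 0.3 times that DMSO median; strong numbers were not always called active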
core dimer inh = HCV core protein dimerization inhibition; AID 1899; inhibition, % at 5 µM; hit rate 0.33% among 300,000; TR-FRET GST/Flag-core106 dimerization, 1536-well;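 active = inhibition above the mean of all tested compounds plus 3 SD, set per screening campaign, cut at about 45% in these data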
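Assay system: GST-tagged and Flag-tagged HCV core protein residues 1-106 / Times: compound-protein-antibody incubation 4 h at 22.5 °C / Signal: time-resolved FRET, ex 340 nm, em 617 and 671 nm / Evaluation: % inhibition based on acceptor/donor emission ratio / Benchmarks: wells lacking GST-core106 and wells with excess unlabelled core106 / Repeats: singlicate, one well per compound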
CTSL1 counter = blocks F. hepatica cathepsin L1 in PFM18AAP counter-screen; recombinant F. hepatica cathepsin L1, Z-Leu-Arg-MCA fluorescence; inhibition, % at 5.96 µM; hit rate 0.49% among 300,000; AID 1906;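 active = inhibition above the mean of all tested compounds plus 3 SD, set per screening campaign, cut at about 17% in these data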;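 also: 0% = plate median of test compound wells and 100% = 1 µM Z-Phe-Ala-diazomethylketone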
PP1 counter = counter-screen for PP5 inhibitors: inhibitors of human PP1-alpha. purified PP1alpha, OMFP fluorescence. inhibition, % at 6.7 µM. hit rate 0.9% among 320,000. AID 2235;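 active = inhibition above the mean inhibition of all tested compounds plus 3 SD, computed separately for each screening campaign, cut at about 15% in these data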
Target sequence (P62136 whole entry, looked up): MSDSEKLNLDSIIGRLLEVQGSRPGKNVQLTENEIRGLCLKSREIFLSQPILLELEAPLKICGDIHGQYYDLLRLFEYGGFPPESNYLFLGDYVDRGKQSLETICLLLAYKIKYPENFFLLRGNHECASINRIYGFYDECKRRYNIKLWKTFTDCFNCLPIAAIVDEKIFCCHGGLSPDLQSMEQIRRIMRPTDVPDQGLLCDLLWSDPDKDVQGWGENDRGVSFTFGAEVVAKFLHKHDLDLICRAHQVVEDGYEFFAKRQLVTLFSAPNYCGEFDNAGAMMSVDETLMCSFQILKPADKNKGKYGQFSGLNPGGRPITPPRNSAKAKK
EBNA-1 inhibitor = blocks EBNA-1 binding to DNA. EBNA-1 DNA binding, fluorescence polarization. inhibition, % at 14.8 µM. hit rate 0.34% among 300,000. AID 1950; in the data active = inhibition above about 28%
ZTA DNA inh = blocks Epstein-Barr virus ZTA, an EBNA-1 counter-screen | P03206 | ZTA-DNA binding, fluorescence polarization | inhibition, % at 11 µM | hit rate 0.15% among 320,000; in the data active = inhibition above about 33%
Yeast superoxide = caloric restriction mimetics inhibiting age-related superoxide in yeast. S. cerevisiae aged cells, superoxide DHE fluorescence; stronger effect = lower value. superoxide response (% of plate mean), % at 10 µM. hit rate 0.18% among 330,000;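 active = superoxide response under a set limit, about three screen SD below normal, cut at about 65% in these data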;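 also: yeast aged for seven days with compound at 30 °C before DHE staining; 100% = average MFI of all compound-treated wells on the plate with controls excluded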
* hit, by the source's call; . = not tested or not shown; & = joins results of further samples.

nr	SMILES	PP5 primary	TPT1 inh	JMJD2C inh	core dimer inh	CTSL1 counter	PP1 counter	EBNA-1 inhibitor	ZTA DNA inh	Yeast superoxide
1	Cc1nc2ccccc2nc1CSc1nncs1	0.1	-2.2	-6.6	7.6	-9.2	-4.5	-15.1	-11.0	94.6
2	CCSc1nnc(-c2cc(Br)ccc2N)c(=O)[nH]1	-1.8	-3.3	-2.5	-2.2	1.9	-0.9	6.7	-10.8	109.0
3	O=c1[nH]c(=O)c2nnc(N/N=C\c3ccc(O)cc3)nc2[nH]1	1.9	-3.4	2.0	-2.8	4.0	-5.0	-12.2	-19.9	105.4
4	CCCCn1c(SCC(=O)Nc2ccc(NC(C)=O)cc2)nc2ccccc2c1=O	3.6	-3.8	1.3	-11.8	-0.1	7.4	9.0	1.7	94.1
5	CC(=O)c1cn(CC(=O)NCc2ccco2)c2ccccc12	1.6	-2.1	-16.4	-4.3	2.1	-1.4	6.9	-8.5	92.1
6	COc1ccc(C=C2C=C(C(C)(C)C)C(=O)C(C(C)(C)C)=C2)cc1OC	4.3	-0.1	1.2	-8.5	-0.9	-2.6	-7.3	-12.8	116.7
7	CC1C/C(=C\c2ccccc2[N+](=O)[O-])c2nc3ccccc3c(C(=O)O)c2C1 (stereo not drawn)	-1.7	-3.2	-12.9	-1.4	0.4	0.6	-0.7	9.3	120.7
8	CCC(=O)c1ccc(OCC(=O)OCC(=O)NC2CCCCCC2)cc1	1.8	-1.4	3.3	-4.7	-10.4	-3.9	2.6	2.7	99.5
9	COC(=O)c1cccc(CSc2nnc(C)s2)c1	1.9	-0.3	-3.3	0.5	-1.2	-1.7	5.2	-0.7	101.4
10	CCOC(=O)c1oc2ccc(CNC(C)(C)C)c(Cl)c2c1C	0.7	-0.1	25.5	-2.5	0.8	-2.7	-6.8	-0.9	85.0
11	O=C(NCC1CCCO1)C1C2C=CC3(CN(Cc4cccs4)C(=O)C13)O2 (stereo not drawn)	1.2	-3.6	5.9	-2.2	4.2	-3.5	6.6	11.8	88.2
12	Cc1cc(=O)oc2c3c(cc(OCC(=O)NCC(=O)O)c12)OC(C)(C)CC3	4.5	-2.9	-9.0	4.0	0.4	4.0	2.2	-10.7	77.7
13	O=C(c1ccccc1)c1ccc(COC(=O)c2cnccn2)cc1	1.7	4.0	-4.5	-0.5	-0.2	-0.6	3.1	-12.4	110.4
14	COc1ccc(C(OCC2CO2)c2ccc(OC)cc2)cc1 (stereo not drawn)	0.1	0.2	-20.5	-0.1	-1.6	-2.8	-8.2	-5.1	95.5
15	COCCNC(=S)N(Cc1cccnc1)Cc1ccc(OC)c(OC)c1	2.1	1.3	-18.1	-5.8	2.7	-2.6	5.2	4.7	91.7
16	CC([NH2+][O-])C(C)(C)NO (stereo not drawn)	1.5	-6.8	12.6	-5.0	1.6	-0.3	0.9	4.8	98.4
17	COc1ccc(S(=O)(=O)N2CCc3cc4c(cc3C2C)OCCCO4)cc1 (stereo not drawn)	1.3	2.0	5.4	-11.7	-0.6	2.9	-7.0	9.5	81.3
18	Cc1ccc(S(=O)(=O)N(C)C)cc1NC(=S)NCCCn1ccnc1	-0.1	-0.1	-0.2	1.1	-1.5	-3.2	5.5	24.0	110.9
19	CCCC(=O)Nc1ccc(S(=O)(=O)N2CCCC2)cc1	-1.3	-0.7	19.0	4.2	-0.2	-1.5	5.3	-2.2	106.1
20	COc1ccccc1N(C(=O)c1snc(C(N)=O)c1N)C(C(=O)NC1CCCC1)c1ccco1 (stereo not drawn)	0.2	-2.3	12.6	-2.7	2.4	0.6	5.8	6.7	101.6
21	CC(C)CC(=O)N/C(N)=N/c1nc2ccccc2o1	0.0	-3.7	20.0	2.1	1.2	-3.8	3.2	2.6	102.0
22	O=C(CSc1nnnn1C1CCCCC1)NCc1ccccc1	0.5	2.2	-4.7	-0.4	2.0	-1.9	-5.4	10.9	103.7
23	CN(C)/C=c1\sc2c(C#N)cc(C(=O)c3ccc(Br)cc3)n2c1=O	-0.3	-43.9	-9.3&0.5	27.9	5.0	-1.9	12.8	-1.2	101.6
24	CN1CCCC(OC(=O)c2ccccc2Br)C1 (stereo not drawn)	1.1	-3.7	0.6	-11.7	-7.2	-1.4	0.7	-21.8	109.5
25	CCOc1ccccc1Nc1nc2ccccc2n1C(C)C	1.6	3.1	0.5	-1.4	3.6	3.8	-3.9	5.2	96.9
26	CN(C(=O)c1ccc(NC(=O)Cc2cccc(NC(=O)C3CCCN(C(=O)C4CCCC4)C3)c2)cc1)C1CCCC1 (stereo not drawn)	3.9	.	6.7	.	.	-4.6	.	-8.1	110.1
27	CN(C)CCn1c(=O)n(-c2ccc(F)cc2)c(=O)c2c3c(sc21)CCCCC3	1.9	-3.9	-18.2	-3.3	-1.4	-3.0	-4.6	12.9	94.4
28	Cc1ncc([N+](=O)[O-])n1S(=O)(=O)c1cc(Cl)ccc1Cl	-1.1	-4.4	3.7	4.9	0.3	-1.8	-13.2	-1.5	96.2
29	COc1ccc(C2(CNC(=O)c3cc([N+](=O)[O-])cc([N+](=O)[O-])c3)CCCC2)cc1OC	2.8	-3.6	0.4	10.0	-2.0	0.3	-16.4	3.8	128.5
30	COc1ccc(OCc2cc(-c3ccc(Cl)cc3)no2)cc1	1.7	-0.2	0.0	-0.7	0.9	0.0	-3.5	-2.4	95.4
31	CCc1ccc2c(Cl)c(C(=O)N/N=C/c3c[nH]c4ccccc34)sc2c1	4.9	3.6	14.7	21.5	9.6	2.0	-1.5	8.2	105.8
32	Cc1cnccc1CN(C)C(=O)CC1C(=O)NCCN1CC1CCCCC1 (stereo not drawn)	0.1	-4.7	7.7	5.8	0.9	-6.6	1.8	0.9	94.6
33	O=C(c1ccc(Br)s1)N1CCN(C/C=C/c2ccccc2)CC1	0.4	-2.4	-1.7	-3.0	-2.2	2.6	9.8	-4.7	71.4
34	O=C(O)c1ccc2c(=O)n3c(nc2c1)/C(=C/c1cccc(O)c1)CC3	1.5	-2.5	-10.5	-0.9	4.7	3.6	17.0	-13.5	105.9
35	Cc1cccn2c(=O)c(/C=C(\C#N)S(=O)(=O)c3ccccc3)c(N3CCN(Cc4ccccc4)CC3)nc12	-2.1	-5.3	4.0	9.2	-0.4	-3.5	7.0	9.6	115.0
36	N=Nc1c(O)n(CC(=O)Nc2ccccc2)c2ccccc12	1.8	-0.9	1.6	-1.6	-2.8	-3.7	4.3	-6.1	99.1
37	Cc1ccc(S(=O)(=O)N2CCN(C(=O)/C=C/c3ccco3)CC2)cc1	1.3	3.2	2.3	19.6	2.5	-0.9	1.1	-5.6	93.2
38	CCc1ccc(/C=C/C(=O)c2ccc(N3CCOCC3)cc2)cc1	-0.9	4.4	-9.7	-1.8	0.7	1.1	3.9	18.0	97.3
39	COCCOC(=O)C1=C(C)NC(=S)NC1c1cccs1 (stereo not drawn)	-0.1	-0.6	-0.6	4.5	0.9	-7.5	9.4	17.3	115.0
40	CCC(C(=O)Nc1nccs1)(C(F)(F)F)C(F)(F)F	0.2	-0.2	-36.0	0.1	3.5	-2.1	10.6	0.4	84.8
41	COC(=O)c1ccc(C23CC4(C2)[C@H](CN(CC2CCCCC2)[C@@H]4c2ccccc2)C3c2ccccc2)cc1 (stereo partly drawn)	2.4	5.8	1.7	6.7	0.3	2.4	0.5	-2.0	93.6
42	COc1ccc(NC(=O)NCCN2CCN(c3cc(OC)ccc3OC)CC2)cc1	0.8	-0.1	-20.3	-53.2	2.4	0.7	0.0	-6.8	99.0
43	Cc1cc(C)cc(N(CC(=O)NC2CCC(C)CC2)S(=O)(=O)c2c(C)[nH]c(=O)[nH]c2=O)c1 (stereo not drawn)	0.5	0.7	3.4	0.3	-2.2	-3.3	-1.0	-10.4	94.4
44	CN(Cc1ccccc1F)C(=O)CN1CCN(S(=O)(=O)c2ccc3c(c2)OCCCO3)CC1	2.9	.	0.5	.	.	-3.9	.	-5.6	81.5
45	COC(CNC(=O)C1CCN(C(=O)c2cc3oc(C)cc3n2Cc2c(F)cccc2Cl)CC1)OC	3.4	1.8	-1.9	-3.4	-1.3	-2.3	-7.8	-10.9	93.7
46	Cn1nnc(NC(=S)NC(=O)c2cc(Cl)ccc2Cl)n1	3.6	-8.3	-4.0	-9.8	2.6	0.7	0.0	2.2	113.7
47	CCOc1ccc(NC(=O)CSc2nnc(CNC(=O)c3cccs3)o2)cc1	3.9	-1.3	5.5	-3.4	-1.7	-2.4	-5.8	6.5	109.3
48	CCn1c(SCC(=O)c2cc(C)n(-c3ccc(C(=O)OC)cc3)c2C)nnc1-c1cccnc1	0.9	3.5	-29.2&0.7	5.2	-1.3	1.3	-5.4	-10.1	87.4
49	CN1CCN(c2nc(N3CCN(CCO)CC3)nc3ccccc23)CC1	-1.5	-1.2	12.2	1.9	-1.3	3.5	-6.6	2.5	96.0
50	CCc1nn(C(C)C(=O)N(C)Cc2ccccc2)c(=O)c2cc3occc3n12 (stereo not drawn)	-0.7	-0.8	-4.0	-10.2	1.5	-0.8	-12.5	-23.3	86.4
51	CCC(=O)Nc1ccc2ccccc2c1	-2.1	3.0	-1.3	-2.1	0.9	-2.6	4.8	5.3	97.5
52	CC(NC(=O)COc1ccc(-c2ccccc2)cc1)C1CCCO1 (stereo not drawn)	0.8	0.9	14.3	-12.7	-2.3	-3.9	-1.9	-10.9	99.3
53	CCOc1cnn(-c2cc(Oc3ccc(C)cc3)ncn2)c(=O)c1Cl	-1.4	0.0	12.1	5.2	-0.3	-2.4	-0.1	12.3	107.7
54	CC(C)(C)c1ccccc1NC(=O)c1ccc(-n2cncn2)c([N+](=O)[O-])c1	-1.8	0.0	13.5	1.4	-4.6	-2.8	-12.7	-3.8	106.9
55	COc1cccc(NC(=O)CN(C)C(=O)c2ccccc2OCc2c(C)noc2C)c1	-1.1	3.6	-8.7	-3.6	26.6*	-8.6	-17.8	-11.4	99.7

An excerpt from above, showing only Yeast superoxide, PP5 primary and PP1 counter.
No.	mol	Yeast superoxide	PP5 primary	PP1 counter
51	CCC(=O)Nc1ccc2ccccc2c1	97.5	-2.1	-2.6
38	CCc1ccc(/C=C/C(=O)c2ccc(N3CCOCC3)cc2)cc1	97.3	-0.9	1.1
